S-ASM inh – human S-ASM enzyme inhibition. P17405. placental ASM, HMU-PC fluorogenic substrate, 60 min. Potency, µM (top dose mostly 57.5 µM), without a hit: top-dose activity change, negative = inhibition, actives largely listed as inhibitors. 340,000 compounds, 0.006% hits. AID 504937; also: potency is read from the fitted curve at half-maximal effect
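Fluorogenic HMU-PC substrate (9 uM final) is turned over by placental ASM in 60 min at 37 C after a 10 min compound preincubation. Reaction ended by alkaline stop (pH 10), with fluorescence read at 386/447 nm.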
TRPV1 agonist – activates the human vanilloid receptor TRPV1 | Q8NER1 | TRPV1-expressing cells, Fluo-8 calcium influx, agonist mode | activation, % at 8.33 µM | 320,000 compounds, 0.19% hits | AID 540275; in the data active = activation above about 80%; inconclusive = between about 30% and that limit; also: 0% is about no effect
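Fluo-8 calcium influx in TRPV1-expressing cells, kinetic read (ex 480/em 520 nm). Compound added and read 3 min for agonist activity, followed by capsaicin at EC20 final and 2 min further read for enhancement.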
Eya2 inh – inhibitors of human Eya2 phosphatase activity; recombinant Eya2, OMFP fluorescence dephosphorylation (OMFP is methylfluorescein phosphate); 330,000 compounds, 0.006% hits; Potency, µM (titrated, usually from 76.9 µM), without a hit: at the top dose activity, negative = inhibition, actives largely listed as inhibitors; O00167; also: potency is read from the fitted curve at half-maximal effect; % is scaled to controls: 0 for no effect and ±100 for the full control effect
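Eya2 (0.2 uM) preincubated 10 min at ambient with compound, then OMFP substrate added at 50 uM; 10 min reaction in 50 mM HEPES pH 7.5, 50 mM NaCl, 5 uM MgCl2, 0.05% BSA, 1 mM DTT. Fluorescence read at Ex 485/Em 525 nm.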
Integrin act MD – integrin-mediated muscular dystrophy alleviation activation. 350,000 compounds, 0.064% hits. alpha7betagal myoblasts, beta-gal FDG fluorescence, 48 h. Potency, µM (top dose mostly 38.3 µM), for the others: at the top dose activation, hits mostly activators;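 also: potency is read from the fitted curve at half-maximal effect; 100% = response of the positive control SU9516; nearly all actives have a fitted effect of over 60% in size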
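Alpha7betagal+/- myoblasts (passage 13) were plated 16-24 hr, then exposed to compounds (1:260 dilution of DMSO stock) for 48 hours at 37C. After MPER lysis, β-galactosidase reporter activity was read as FDG fluorescence (ex 480/em 540) after 30 minutes.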
BRCA1 expr up – increases BRCA1 expression. Potency, µM (series often up to 46.1 µM), without a hit: at the highest dose activation, hits mostly activators. 380,000 compounds, 1.1% hits. MCF7-BRCA1-FFLuc reporter, luminescence, 48 h; response scale: scaled: vehicle 0%, 10 µM genistein 100%. AID 624202; also: potency is read from the fitted curve at half-maximal effect; nearly all actives have a fitted effect of over 80% in size; some results filed as inactive show a strong effect at the top dose
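First, MCF7-BRCA1-FFLuc cells (2000/well) attach for 2 h; next, compounds are pin-added and incubated 48 h at 37 °C; finally, luciferase reagent is added and luminescence read after 15 min.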
B2AR arrestin – recruits beta-arrestin to the human beta2-adrenergic receptor; beta-arrestin recruitment to beta2AR, cell-based reporter; Potency, µM (doses to about 46.1 µM), for inactives: at the top dose activation, most hits filed as activators; 330,000 compounds, 0.02% hits; AID 492947;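 also: potency is read from the fitted curve at half-maximal effect; 0% = DMSO controls and full agonism = EC100 isoproterenol or metaproterenol; nearly all actives have a fitted effect of over 65% in size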
Target sequence (P07550 whole entry, looked up): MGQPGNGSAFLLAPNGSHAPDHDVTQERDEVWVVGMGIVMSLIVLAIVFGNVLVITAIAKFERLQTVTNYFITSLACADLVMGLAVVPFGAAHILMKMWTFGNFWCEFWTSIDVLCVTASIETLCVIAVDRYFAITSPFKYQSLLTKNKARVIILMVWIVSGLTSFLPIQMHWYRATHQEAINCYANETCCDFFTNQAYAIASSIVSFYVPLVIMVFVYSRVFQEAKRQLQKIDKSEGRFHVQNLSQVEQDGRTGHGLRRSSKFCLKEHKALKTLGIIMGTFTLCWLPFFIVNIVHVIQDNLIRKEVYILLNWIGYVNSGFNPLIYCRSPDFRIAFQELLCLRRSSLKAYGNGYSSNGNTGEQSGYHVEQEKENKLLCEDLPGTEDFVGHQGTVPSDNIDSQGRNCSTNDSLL
ELG1 genotoxic – induces genotoxicity in HEK293T cells with luciferase-tagged ELG1 | Potency, µM (top dose mostly 46 µM), for inactives: at the top dose activity change, positive = activation, most hits filed as activators | HEK293T ELG1-luciferase reporter, luminescence, 16 h | 330,000 compounds, 1.3% hits; also: potency is read from the fitted curve at half-maximal effect; % of control where 0% means no effect; nearly all actives have a fitted effect of over 60% in size
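Luminescence read-out: rising ELG1-luciferase signal, reflecting elevated ELG1 protein under genetic stress, flags genotoxic compounds. Cells were treated for 16 hr at 37 °C before ONE-Glo detection.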
USP2a block – inhibitors of human ubiquitin-specific protease USP2a; O75604; Potency, µM (doses to about 38.3 µM), for inactives: at the top dose activity change, negative = inhibition, actives largely listed as inhibitors; USP2 core, Ub-CHOP2 coupled fluorogenic reporter, 485/531; 330,000 compounds, 0.01% hits;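 also: potency is read from the fitted curve at half-maximal effect; plate controls were DMSO wells for no effect and full inhibition by NEM control for full effect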
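Deubiquitinase activity read as fluorescence (485/531 nm) after Ub-CHOP2 cleavage activates the enterokinase reporter on its substrate; USP2 core 10nM, Ub-CHOP2 and substrate 25nM each, 30min compound preincubation then 60min RT; data normalized to NEM, curves fitted.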
p53 reactivator – re-activators of mutant p53; AID 504706; 320,000 compounds, 0.063% hits; H1299 p53-A138V BP100-luciferase reporter, luminescence, 24 h; Potency, µM (highest dose often 92.2 µM), inactives show top-dose activity change, positive = activation, hits mostly activators; also: potency is read from the fitted curve at half-maximal effect; % of control where 0% means no effect; nearly all actives have a fitted effect of over 45% in size
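p53-null H1299 cells stably carrying temperature-sensitive p53-A138V and a BP100-luciferase reporter were pinned with compounds (4-point, 1:5 series) and held 24 hrs at 37 deg C. Luminescence was read 10 min after detection reagent.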
uPA generation – inhibitors of cell surface uPA generation; cell surface uPA generation assay, qHTS; Potency, µM (titrated, usually from 38.3 µM), without a hit: top-dose activity change, negative = inhibition, hits mostly inhibitors; 330,000 compounds, 0.31% hits; AID 540303; active = well fitted inhibition curve with a large enough effect; inconclusive = small, poorly fitted or top-dose-only effect; inactive = no such curve, though single readings can be large or run the other way; tested in mouse RAW 264.7 cells; also: potency is read from the fitted curve at half-maximal effect; % is scaled to controls: 0 for no effect and ±100 for the full control effect; nearly all actives have a fitted effect of over 55% in size
TSG101-PTAP inh – blocks PTAP/TSG101 interaction to inhibit HIV-1 budding. Fluorescence polarization, FITC-PTAP peptide / Tsg101 binding. Q99816. Potency, µM (doses to about 115 µM), without a hit: top-dose activity change, negative = inhibition, most hits filed as inhibitors. 340,000 tested, under 10 active; active = well fitted inhibition curve with a large enough effect in the main read-out, with a control signal flat, not every such curve was filed as active; inconclusive = small, poorly fitted or top-dose-only effect, or effect the other way, or a change in a side signal; inactive = no such curve, though single readings can be large or run the other way; also: potency is read from the fitted curve at half-maximal effect; % of control where 0% means no effect
Target sequence (Q99816 whole entry, looked up): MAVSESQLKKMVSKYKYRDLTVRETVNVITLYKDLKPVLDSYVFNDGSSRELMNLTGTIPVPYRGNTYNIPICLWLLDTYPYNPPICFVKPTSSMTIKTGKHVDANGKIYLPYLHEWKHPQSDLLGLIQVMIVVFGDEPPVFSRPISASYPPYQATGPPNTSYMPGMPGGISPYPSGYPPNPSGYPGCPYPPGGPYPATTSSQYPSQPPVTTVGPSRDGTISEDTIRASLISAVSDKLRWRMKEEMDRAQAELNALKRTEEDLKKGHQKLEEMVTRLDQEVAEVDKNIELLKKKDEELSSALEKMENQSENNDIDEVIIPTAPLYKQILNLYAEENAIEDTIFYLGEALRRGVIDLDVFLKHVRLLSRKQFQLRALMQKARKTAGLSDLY
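Fluorescence polarization binding of Tsg101 binding domain (10 uM final) to FITC-labeled PTAP peptide (50 nM final) in HEPES pH 7.5 buffer with NaCl, Tween 20, EDTA, TCEP. Compounds added before peptide; binding 20 min at RT.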
* = called active by the depositor; i = inactive; ? = inconclusive; . = not tested or not shown; [ ] = remark or other dose. Unless noted, calls follow the shape of the dose curve; as a rule, active = well fitted curve in the direction sought with a large enough effect; inconclusive = small, poorly fitted or top-dose-only effect, or another doubt; inactive = no such curve, though single readings can be large; an effect the other way counts as inactive or inconclusive.

SMILES | S-ASM inh | TRPV1 agonist | Eya2 inh | Integrin act MD | BRCA1 expr up | B2AR arrestin | ELG1 genotoxic | USP2a block | p53 reactivator | uPA generation | TSG101-PTAP inh
c1ccc(-n2nc3ccccc3n2)cc1 | 3% | 6 | -13% | -5% | 2% | -0.6% | 0% | 4% | 22% | 0% | 1%
NC(=O)NC(=O)COC(=O)/C=C/c1cccs1 | -3% | -1 | -3% | -7% | 19% | 0.3% | -3% | 0% | -1% | 1% | 1%
Cc1cc(C)n(-c2ccn(Cc3ccc(Cl)cc3Cl)c(=O)n2)n1 | -3% | ? | 8% | -3%[7.66 µM] | -14% | 0.2% | -5% | 1% | -4% | -7% | -3%
CN1CCN(C(=O)c2cccc(NS(=O)(=O)c3ccc(Br)cc3)c2)CC1 | 3% | 1 | -3% | -10% | -12% | 0.5% | -1% | -1% | -1% | -1% | -3%
COCc1nnc(NC(=O)c2ccccc2[N+](=O)[O-])s1 | -1% | -3 | 2% | 15% | 1% | -0.6% | 1% | -1% | -1% | 4% | -5%
COc1ccc(Cl)cc1C(=O)NNC(=S)NC(=O)/C=C/c1ccco1 | -3% | -1 | 4% | 1% | -67% | 0.2% | -9% | 3% | -1% | 0% | -8%
Cc1cc(NC(=O)c2cccs2)ccc1NC(=O)Cc1ccccc1 | -2% | 1 | 0% | -2% | 45% | -0.3% | 3% | 2% | -1% | 11% | -2%
Cc1cccc(N(CC(=O)N2CCN(c3ccc(F)cc3)CC2)S(C)(=O)=O)c1C | 3% | 5 | 0% | 7% | 0% | -1.1% | -6% | 0% | -3% | -2% | 1%
COCCCN1C(=O)C(=O)/C(=C(/O)c2ccc(OC(C)C)cc2)C1c1ccncc1 (centres undefined) | 0% | -3 | 0% | 21% | 17% | -0.5% | 2% | 4% | -3% | -6% | -2%
CCc1noc(C)c1C(=O)Nc1ccc(C(F)(F)F)cc1 | 0% | 5 | 4% | 16% | -45% | -0.6% | 2% | 3% | 0% | -4% | 2%
Cc1cc(C)c2c(n1)nn1c(N3CCN(Cc4ccccc4)CC3)cc(C)nc21 | i | ? | 10% | 24% | 0% | -0.1% | 1% | 1% | -6% | -2% | -7%
Cc1ccc(C(=O)NNC(=O)c2ccccc2-n2cccc2)cc1 | 1% | 5 | 1% | -14% | 4% | 0.2% | 6% | -1% | 1% | 3% | -1%
N#CC1(P(=O)(c2ccccc2)c2ccccc2)CC1 | 2% | -3 | 4% | 8% | 15% | 0.3% | 2% | -5% | 1% | 2% | 0%
Cc1onc(-c2c(F)cccc2Cl)c1C(=O)Nc1nnc(-c2ccccc2)s1 | -15% | 13 | -6% | 24% | 3% | -0.1% | -1% | 3% | -1% | 2% | -1%
O=C(Nc1nccs1)c1ccc(Br)s1 | 1% | 13 | -7% | -11% | 10µM* | -0.2% | ? | -1% | ? | -24% | -5%
Cc1ccc(OCCC(=O)NNC(=O)c2cc(C)oc2C)cc1 | -2% | 8 | 1% | 1% | 17% | 0.0% | 4% | 2% | 3% | 2% | -2%
Cc1nc(Nc2ccc(F)cc2)nc(Nc2ccc(F)cc2)c1[N+](=O)[O-] | -3% | -9 | 4% | -42% | -34% | 2.8% | -1% | -1% | -3% | -3% | -10%
CCOC(=O)N1CCN(C(=S)NC(=O)C2CCCC2)CC1 | 4% | -1 | -7% | -11% | -2% | 7.3% | 0% | -10% | 1% | 9% | 2%
COc1ccc(C(=O)/C=C/Nc2ccc([N+](=O)[O-])cc2C)c(OC)c1 | -2% | 3 | 9% | 6% | 14% | -0.2% | 9% | 1% | -5% | . | ?
Cc1ccc(S(=O)(=O)N(CC(=O)NCCSc2ccccn2)c2ccccc2F)cc1 | -2% | 26 | -3% | -8% | -24% | -0.2% | -48%[inhibitor] | 3% | -2% | 6% | -1%
COc1ccc(C(CCN)c2ccc3c(c2)OCO3)cc1 (centres undefined) | 0% | -2 | 1% | -15% | -11% | 0.8% | -1% | -2% | -1% | -13% | -2%
COc1cc2cc(C(=O)Nc3ccc4c(c3)OCCO4)[nH]c2cc1OC | -1% | 1 | 0% | 0% | -9% | 0.3% | ? | 0% | 29% | -5% | -2%
Cc1[nH][nH]c(=O)c1N=Nc1ccc(Br)c(Cl)c1 | -16% | . | . | 3% | -9% | . | . | . | . | -4% | -2%
O=C(NC(Cc1ccccc1)C(=O)O)c1ccc(S(=O)(=O)N2CCCCC2)cc1 (centres undefined) | 4% | 1 | 10% | 24% | -1% | 0.2% | 0% | 4% | -1% | . | -3%
COc1cccc(C(=O)NCCSc2ccc(F)cc2)c1 | 9% | ? | 3% | 8% | 11µM* | -0.1% | 18% | 1% | 14% | 1% | -1%
Carrying on:
SMILES | S-ASM inh | TRPV1 agonist | Eya2 inh | Integrin act MD | BRCA1 expr up | B2AR arrestin | ELG1 genotoxic | USP2a block | p53 reactivator | uPA generation | TSG101-PTAP inh
O=[N+]([O-])c1cc(/C=N/n2cnnc2)ccc1N1CCCC1 | -5% | -5 | -6% | -44%[inhibitor] | -9% | 0.1% | 0% | -11% | -4% | 21% | -6%
Fc1ccc(-c2cc(C(F)(F)F)n3ncnc3n2)cc1 | 9% | 2 | -8% | -6% | -9% | 0.3% | -1% | -1% | 1% | 4% | 0%
Cc1ccc(C(=O)Cn2nc(C(=O)O)c3ccccc3c2=O)cc1C | -12% | -7 | -3% | -12% | 20% | -0.1% | 1% | -1% | 2% | -25% | -3%
C=CCn1c(SCC(=O)Nc2cccc3ccccc23)nc(O)c(CC)c1=O | -1% | -1 | 3% | -38% | -11% | 0.0% | -3% | -4% | 8% | 3% | -9%
O=C(CSc1nnc(-c2cccc(F)c2)o1)NC1CCCC1 | -1% | 0 | -15% | 6% | 16% | -1.0% | 1% | 3% | 11% | 3% | -2%
O=C(NCc1cccs1)c1nc2c(nnn2Cc2ccccc2Cl)c(=O)[nH]1 | -5% | -3 | -4% | -24% | -78% | -0.2% | -5% | -1% | ? | -10% | -2%
Cc1cc(C(=O)C(=O)N(C)C)c(C)n1-c1ccc(Cl)c(Cl)c1 | 0% | 9 | 8% | 16% | -24% | 0.1% | -6% | 2% | -4% | 5% | -2%
CCCCC(=O)Nc1cc(C(=O)NCCc2ccccc2)ccc1Cl | 2% | -2 | 13% | 7% | 12% | 0.2% | ? | 3% | 2% | 10% | -1%
COc1ccc(NC(=O)Cn2nnc(-c3ccccc3F)n2)cc1 | 4% | 1 | 8% | 41% | 23% | 0.0% | 2% | -1% | 1% | 1% | -6%
O=S(=O)(c1ccc(F)cc1)N1CCN(C(=S)NC2CCCC2)CC1 | 4% | 26 | -2% | 4% | -4% | -3.1% | 3% | 1% | 6% | 7% | 1%
CC1(C)CC(=O)C2=C(C1)OC(=O)C2(NC(=O)c1cccs1)C(F)(F)F (centres undefined) | 4% | 0 | -11% | 24% | 8% | 0.3% | 1% | 2% | 4% | 1% | -7%
S=C(NCCCc1ccccc1)Nc1ccccc1 | -2% | ? | -3% | -15% | 27% | 0.0% | 0% | 3% | 3% | 2% | -1%
CCOC(=O)CCCCCC(=O)Nc1ccc2c(c1)CC(=O)N([C@@H](C)CO)C[C@H](C)[C@@H](CN(C)C(=O)Nc1ccc3c(c1)OCO3)O2 | -4% | . | 21% | 3% | 0% | -0.1% | -2% | 2% | 5% | -8% | 0%
COCCN(CC(=O)Nc1ccccc1C)S(=O)(=O)c1ccc(S(=O)(=O)N2CCCC2)cc1 | -1% | 10 | -24% | -10% | 0% | -0.1% | -11% | 1% | 1% | 0% | -1%
CCCCn1c(N)c(N(CC)C(=O)c2c(CC)noc2C)c(=O)[nH]c1=O | 9% | -3 | -6% | 42% | 9% | -0.5% | 5% | -1% | 1% | 2% | -6%
Cc1cc(C)nc(NC(=O)Nc2ccccc2C(F)(F)F)n1 | -6% | -2 | -19% | -28% | -53% | -1.1% | 16% | -2% | 10% | . | -5%
COc1ccc(S(=O)(=O)N(C)CC(=O)Nc2ccccc2C(F)(F)F)cc1Cl | -2% | 16 | -5% | 0%[7.66 µM] | -7% | 1.1% | -2% | 2% | -6% | . | -2%
CCCNC(=O)COC(=O)CCC(=O)c1cccs1 | 0% | -1 | -8% | 26% | -13% | -0.1% | -1% | 0% | -4% | -1% | 4%
Cc1cccc(C)c1NC(=S)N(c1ccccc1)C(C)C | 2% | 2 | 6% | -22% | -3% | -0.8% | -1% | 0% | 18% | -23% | -5%
Cc1ccn(CC(=O)NC2CC(C)(C)Cc3c2cnn3-c2ccc(F)cc2)n1 (centres undefined) | -2% | 2 | 0% | 0% | 22% | 0.1% | -1% | -2% | -5% | -2% | -1%

Compound activity: PubChem, National Center for Advancing Translational Sciences (NCATS)
